Screening data as filed in PubChem BioAssay.
V-ATPase pHluor – alters yeast V-ATPase proton transport. S. cerevisiae, pHLuorin cytosolic pH fluorescence. actives 0.37% (n = 350,000). response, % at 10 µM. AID 504577; in the data active = response mostly above about 7.3%, no sharp cut-off; inactive = mostly below about 5.4%; note: actives read high; inactives centre near 0; some compounds called inactive have numbers as strong as hits; reference of the scale not given here
Wnt act – Wnt/beta-catenin pathway activation; AID 743398; Wnt/beta-catenin reporter cell assay, activator, plate reader; actives 1.2% (n = 300,000); activation, % at 9.35 µM; in the data active = activation above about 30%, passing the limit was not always enough;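 note: 0% = neutral control wells and 100% = positive control wells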
Pemphigus Ab inh – blocks pemphigus antibody binding to human desmoglein-3 | P32926 | DSG3-coupled beads, scFv-anti-DSG3-GFP binding, flow cytometry; active compounds read low | binding (percent of control), % at 10 µM | actives 0.48% (n = 310,000) | AID 588358;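 active = binding more than 3 SD below its plate's average and above zero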;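 note: hits lower antibody fragment binding to DSG3; some compounds called inactive have numbers as strong as hits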
Target sequence (P32926 whole entry, looked up, the tested form may be a part): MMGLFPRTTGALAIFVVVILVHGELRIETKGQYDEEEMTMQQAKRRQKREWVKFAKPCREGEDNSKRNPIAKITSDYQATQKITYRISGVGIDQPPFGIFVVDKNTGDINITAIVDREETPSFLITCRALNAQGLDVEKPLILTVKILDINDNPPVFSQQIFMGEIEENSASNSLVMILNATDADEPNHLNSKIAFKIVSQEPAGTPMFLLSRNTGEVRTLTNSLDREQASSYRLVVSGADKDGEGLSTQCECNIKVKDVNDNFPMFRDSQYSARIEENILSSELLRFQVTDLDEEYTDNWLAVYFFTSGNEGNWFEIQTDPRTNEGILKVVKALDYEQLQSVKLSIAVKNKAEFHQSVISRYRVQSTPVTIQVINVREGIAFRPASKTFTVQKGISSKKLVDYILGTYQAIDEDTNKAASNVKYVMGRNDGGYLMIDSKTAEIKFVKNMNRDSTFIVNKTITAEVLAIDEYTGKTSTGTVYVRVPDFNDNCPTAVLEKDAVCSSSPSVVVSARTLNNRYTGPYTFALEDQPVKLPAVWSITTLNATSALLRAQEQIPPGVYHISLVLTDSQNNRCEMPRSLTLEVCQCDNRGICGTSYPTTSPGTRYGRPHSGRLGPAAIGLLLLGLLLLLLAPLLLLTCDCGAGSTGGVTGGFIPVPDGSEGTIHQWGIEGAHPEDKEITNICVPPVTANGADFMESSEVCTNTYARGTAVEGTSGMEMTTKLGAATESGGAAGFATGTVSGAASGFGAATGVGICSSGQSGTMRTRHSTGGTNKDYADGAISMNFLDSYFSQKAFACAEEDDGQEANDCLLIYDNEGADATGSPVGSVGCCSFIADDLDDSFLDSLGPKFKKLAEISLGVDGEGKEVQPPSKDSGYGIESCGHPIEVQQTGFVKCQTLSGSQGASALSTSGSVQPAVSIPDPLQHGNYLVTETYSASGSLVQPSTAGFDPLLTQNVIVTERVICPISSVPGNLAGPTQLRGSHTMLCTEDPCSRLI
* marks the source's active call; other numbers are inactive results; · = not tested or not shown. A portion of the library. The share of hits here may be higher or lower than overall.

no.	mol	V-ATPase pHluor	Wnt act	Pemphigus Ab inh
1	CN1OC[C@@H]2CN(C(=O)NC3CCCCC3)[C@H](c3ccc(N4CCCCC4)cc3)C[C@@H]21	·	-1	·
2	FC(F)(F)c1cc(Cl)c2nc(-c3ccccc3)c(Cc3ccccc3)n2c1	·	-2	·
3	CN1C(=O)[C@@]2(O[C@H]3c4ccccc4C=CN3C3=C2C(=O)CCC3)c2ccccc21	·	-3	·
4	C#CCNC(=O)C[C@@H]1C[C@@]2(C(=O)OCC)CCCC=C2N(Cc2ccc(Cl)cc2Cl)C1=O	·	-3	·
5	COC(=O)c1sccc1-n1cc2c(c1-c1ccccc1)c(=O)n(C)c(=O)n2C	·	-1	·
6	O=C1NC[C@@H](CCCCN2C[C@H](Cc3ccccc3)N(CCc3ccccc3)C(=O)C2=O)N(Cc2ccccc2)C1=O	·	-1	·
7	COc1ccc(C2=Nc3ccccc3N(C(=O)c3cccnc3)C2C(=O)NC(C)(C)C)cc1 (configuration not stated)	·	8	·
8	O=c1[nH]c(=S)[nH]c2c1C(c1ccc(Cl)c(Cl)c1)OC(CCc1ccccc1)C2 (configuration not stated)	·	-2	·

Next results.
no.	mol	V-ATPase pHluor	Wnt act	Pemphigus Ab inh
9	CCCCNC(=O)C1c2ccccc2OCC(=O)N1C1CC1 (configuration not stated)	·	-1	·
10	NC(=S)NN=C1CSSC1	-2	·	102
11	COc1ccc(/C=C(/NC(=O)c2ccco2)C(=O)NCc2ccco2)cc1	0	·	97
12	COc1cc2c(cc1OC)C(=O)C(Br)CC2 (configuration not stated)	4	·	95
13	Nn1c(SCC(=O)NC2CCCCCC2)nnc1-c1ccco1	3	·	96
14	O=C(NCC(F)(F)F)c1ccc(S(=O)(=O)NCCc2ccc3c(c2)OCCO3)cc1	-2	·	97
15	O=C(O)c1ccc(-n2ncc(Cl)c(Cl)c2=O)cc1	4	·	106
16	COc1ccc(C2NC(=O)NC(C)=C2C(=O)OC2CCCCC2)cc1 (configuration not stated)	-2	·	101

Carrying on:
no.	mol	V-ATPase pHluor	Wnt act	Pemphigus Ab inh
17	Cc1ccc(S(=O)(=O)N2CCCCC2)cc1NC(=O)c1ccc(=O)[nH]c1	0	·	107
18	CC(=O)Nc1ccc(S(=O)(=O)NCCC(=O)NCc2ccco2)cc1	2	·	99
19	COc1ccc(S(=O)(=O)N2CCOC2CNC(=O)C(=O)NCc2ccc3c(c2)OCO3)cc1C (configuration not stated)	0	·	102
20	O=C(NCCc1ccc(F)cc1)C1CCC(=O)N(CC2CCCCC2)C1 (configuration not stated)	-3	·	100
21	COCCn1c(SCC(=O)Nc2ccc3c(c2)OCCO3)nc2ccccc2c1=O	4	·	103
22	O=C(COC(=O)c1ccccc1SCC(=O)N1CCCC1)NCc1ccc(F)cc1	1	·	96
23	O=C(COC(=O)c1ccc(S(=O)(=O)N2CCCCC2)cc1)NC1CCCCC1	-1	·	102
24	COc1ccc(C)c2sc(N(CCN(C)C)C(=O)c3ccc(S(=O)(=O)N(C)c4ccccc4)cc3)nc12	-1	·	115

Next compounds
no.	mol	V-ATPase pHluor	Wnt act	Pemphigus Ab inh
25	COc1cc2c(cc1[N+](=O)[O-])-c1ccc([N+](=O)[O-])cc1C2=NNC(N)=S	-1	·	90
26	CCc1cc(CNC(=O)C2CCC(=O)N(Cc3ccccc3F)C2)on1 (configuration not stated)	2	·	96
27	CCOC(=O)CNC(=O)N1C[C@H]2CON(C)[C@H]2C[C@H]1c1ccccc1Br	0	1	·
28	C[C@@H]1CCCCO[C@@H](CN(C)C(=O)c2ccncc2)[C@@H](C)CN([C@H](C)CO)C(=O)c2cc(NC(=O)Cc3ccccc3)ccc2O1	0	-1	·
29	C[C@@H]1CN([C@H](C)CO)C(=O)CCCn2nncc2CO[C@H]1CN(C)C(=O)NC1CCCCC1	3	-2	·
30	COc1ccccc1CNC(=O)C[C@@H]1C[C@H]2c3cc(NC(=O)c4ccc5c(c4)OCO5)ccc3O[C@H]2[C@@H](CO)O1	1	-1	·
31	CCc1ccc(-c2n[nH]nc2C2=CC(=O)C[C@H](c3ccc(F)cc3)C2)cc1	1	-3	·
32	CCCCCC(=O)N1C[C@@H](n2cc(COC(=O)c3ccccc3)nn2)[C@H](O)C[C@@H]1c1ccccc1	2	3	·

Carrying on.
no.	mol	V-ATPase pHluor	Wnt act	Pemphigus Ab inh
33	Cc1ccc(S(=O)(=O)N2C[C@]3(O)C[C@@H]4C(=O)N(c5ccccc5)C(=O)[C@@H]4C[C@]3(OC(=O)NC3CCCC3)C2)cc1	0	-2	·
34	C[C@H](CO)N1C[C@H](C)[C@@H](CN(C)C(=O)c2cc(-c3ccccc3)on2)OCc2cn(nn2)CCCC1=O	2	-2	·
35	Nc1ccn([C@@H]2O[C@H](CNCc3ccc(N4CCNCC4)cc3)[C@@H](O)[C@H]2O)c(=O)n1	1	-1	·
36	CCN(CC)C(=O)C1=C(C)N(Cc2ccccc2)C(=O)C(CC(=O)NCC2CCCCC2)C1 (configuration not stated)	0	-2	·
37	C[C@H]1CN([C@@H](C)CO)C(=O)CCCn2nncc2CO[C@@H]1CN(C)C(=O)Nc1ccnc(N2CCOCC2)c1	-2	-1	·
38	CCCNC(=O)N(C)C[C@@H]1Oc2cc(Br)ccc2S(=O)(=O)N([C@@H](C)CO)C[C@H]1C	-7	-1	·
39	CCCCCCn1c(=O)n2n(c1=O)C[C@]1(OC(=O)Nc3cccs3)CN(S(=O)(=O)c3ccc(C)cc3)C[C@]1(O)C2	-2	-4	·
40	O=C1NC(Cc2ccc(O)cc2)c2nc3cc(Cl)ccc3c(=O)n2-c2cc3ccccc3cc21 (configuration not stated)	1	-3	·

(continued)
no.	mol	V-ATPase pHluor	Wnt act	Pemphigus Ab inh
41	Cc1noc(C)c1NC(=O)N(C)C[C@@H]1OCc2cnnn2CCCC(=O)N([C@H](C)CO)C[C@@H]1C	0	0	·
42	C[C@H](O)[C@@H]1CN2CCc3c([nH]c4ccc(-c5ccc6c(c5)OCO6)cc34)[C@@H]2C[C@@H]1N(C)C(=O)NC1CCCCC1	2	-9	·
43	C[C@H]1CN([C@@H](C)CO)C(=O)c2cc(Br)cnc2O[C@H]1CN(C)C(=O)c1cccnc1	-3	-3	·
44	C[C@@H]1CN([C@@H](C)CO)C(=O)c2cc(Br)cnc2O[C@H]1CN(C)Cc1ccccc1C(=O)O	2	-1	·
45	CCN(CC)C(=O)C1=C(C)N(Cc2ccccc2)C(=O)C(CC(=O)NCCN2CCOCC2)C1 (configuration not stated)	1	-8	·
46	C#CCN(C[C@@H]1[C@@H](OC(=O)NCc2ccco2)[C@@H](OC(=O)NCc2ccco2)CN(C(=O)OC(C)C)N1C(=O)OC(C)C)S(=O)(=O)c1ccc(C)cc1	2	-4	·
47	CC1C(=O)N(Cc2cn(Cc3ccco3)nn2)CCS(=O)(=O)N1Cc1ccc(-c2cccc(CO)c2)cc1 (configuration not stated)	0	-3	·
48	C[C@@H]1CN([C@H](C)CO)C(=O)CCCn2nncc2CO[C@H]1CN(C)C(=O)Cc1ccccc1	-2	-1	·

(next part)
no.	mol	V-ATPase pHluor	Wnt act	Pemphigus Ab inh
49	CCC/C=C/c1ccc(CN2C(C(C)C)C(=O)N(Cc3cn(Cc4ccco4)nn3)CCS2(=O)=O)cc1 (configuration not stated)	-3	-4	·
50	COc1cccc(S(=O)(=O)N(C)C[C@@H]2OCc3cnnn3CCCC(=O)N([C@H](C)CO)C[C@H]2C)c1	-1	0	·
51	CCN(CC)C(=O)C1=C(C)N(CCCOC)C(=O)C(CC(=O)NC2CCCCC2)C1 (configuration not stated)	1	0	·
52	C[C@H](CO)NC(=O)c1nc[nH]c1C(=O)N[C@H](C)c1ccccc1	-3	1	·
53	COc1ccc(NC(=O)N(C)C[C@H]2OCc3cnnn3CCCC(=O)N([C@H](C)CO)C[C@@H]2C)cc1	3	5	·
54	CC1(C)CC(=O)C=C(c2cn[nH]n2)C1	-2	-1	·
55	C#CCN(C[C@@H]1[C@@H](OC(=O)NC2CCCC2)[C@@H](OC(=O)NC2CCCC2)Cn2c(=O)ccc(=O)n21)S(=O)(=O)c1ccc(C)cc1	-3	-27	·
56	CCCCCC(=O)N1C[C@@H](n2cc(-c3ccc(F)cc3)nn2)[C@H](O)C[C@@H]1c1ccc(Cl)cc1	2	-5	·

Seven entries from above, ordered by count of non-hydrogen atoms, highest first:
no.	mol	V-ATPase pHluor	Wnt act	Pemphigus Ab inh
55	C#CCN(C[C@@H]1[C@@H](OC(=O)NC2CCCC2)[C@@H](OC(=O)NC2CCCC2)Cn2c(=O)ccc(=O)n21)S(=O)(=O)c1ccc(C)cc1	-3	-27	·
49	CCC/C=C/c1ccc(CN2C(C(C)C)C(=O)N(Cc3cn(Cc4ccco4)nn3)CCS2(=O)=O)cc1 (configuration not stated)	-3	-4	·
53	COc1ccc(NC(=O)N(C)C[C@H]2OCc3cnnn3CCCC(=O)N([C@H](C)CO)C[C@@H]2C)cc1	3	5	·
48	C[C@@H]1CN([C@H](C)CO)C(=O)CCCn2nncc2CO[C@H]1CN(C)C(=O)Cc1ccccc1	-2	-1	·
51	CCN(CC)C(=O)C1=C(C)N(CCCOC)C(=O)C(CC(=O)NC2CCCCC2)C1 (configuration not stated)	1	0	·
52	C[C@H](CO)NC(=O)c1nc[nH]c1C(=O)N[C@H](C)c1ccccc1	-3	1	·
54	CC1(C)CC(=O)C=C(c2cn[nH]n2)C1	-2	-1	·

Next part.
The line under a structure holds: V-ATPase pHluor | Wnt act | Pemphigus Ab inh
57	Cc1ccc([C@H]2C[C@H](O)[C@@H](n3cc(COC(=O)c4ccccc4)nn3)CN2C(=O)C2CCCCC2)cc1
→ -1 | -2 | ·
58	O=C(C[C@@H]1C[C@@H]2c3cc(NS(=O)(=O)c4ccc(F)cc4)ccc3O[C@@H]2[C@H](CO)O1)N1CCc2ccccc2C1
→ 1 | -4 | ·
59	O[C@@H]1CN(CC2CCCCC2)[C@@H](c2ccc(Cl)cc2)C[C@H]1n1cc(-c2ccc(F)cc2)nn1
→ -3 | -1 | ·
60	O=C(C1CCCCC1)N1C[C@@H](n2cc(-c3ccc(F)cc3)nn2)[C@H](O)C[C@@H]1c1ccccc1
→ 2 | -3 | ·
61	COc1ccccc1S(=O)(=O)N(C)C[C@@H]1Oc2ncc(-c3ccc(C)cc3)cc2C(=O)N([C@H](C)CO)C[C@@H]1C
→ 2 | -4 | ·
62	O=S1(=O)C[C@@H](N2CCC(Cc3ccccc3)CC2)[C@H](COCc2ccccc2)N1
→ -1 | -3 | ·
63	CCCCN1C(=O)C(CC(=O)NCCN2CCOCC2)CC(C(=O)N(CC)CC)=C1C (configuration not stated)
→ 0 | -2 | ·
64	O=C(C[C@H]1C[C@@H]2c3cc(NC(=O)C4CCC4)ccc3O[C@@H]2[C@H](CO)O1)NC1CCCCC1
→ 2 | -1 | ·
65	Cc1ccc(Cc2c(-c3ccc(Cl)cc3)nc3cc(C)ccn23)cc1
→ 2 | 11 | ·
66	C[C@H](CO)N1C[C@H](C)[C@@H](CN(C)Cc2cccnc2)Oc2cc(-c3cccnc3)ccc2S1(=O)=O
→ -2 | -4 | ·
67	C[C@@H]1CN([C@@H](C)CO)C(=O)CCCn2cc(nn2)CO[C@H]1CN(C)S(=O)(=O)c1cccs1
→ -1 | -2 | ·
68	C[C@@H]1CCCCO[C@@H](CN(C)C(=O)Cc2ccccc2)[C@@H](C)CN([C@H](C)CO)C(=O)c2cc(NC(=O)C3CCCCC3)ccc2O1
→ 1 | -2 | ·
69	C[C@H](CO)N1C[C@H](C)[C@@H](CN(C)S(=O)(=O)c2ccccc2C#N)OCc2cn(nn2)CCCC1=O
→ 0 | 0 | ·
70	CSc1ncnc2c1ncn2CCCN1CCN(Cc2c(C)cc(C)cc2C)CC1
→ -1 | -2 | ·
71	CCN(CC)C(=O)C1=C(C)N(Cc2ccc(F)cc2)C(=O)C(CC(=O)NCCCCc2ccccc2)C1 (configuration not stated)
→ -2 | -1 | ·
72	Cc1ccc(NC(=O)c2nc[nH]c2C(=O)N(C)CCO)cc1
→ 0 | -2 | ·
73	C[C@H]1CN([C@@H](C)CO)S(=O)(=O)c2ccc(Br)cc2O[C@@H]1CN(C)C(=O)C1CCOCC1
→ 0 | -1 | ·
74	C[C@H](O)CNC(=O)c1[nH]cnc1C(=O)Nc1ccc(CNC(=O)OC(C)(C)C)cc1
→ 3 | -2 | ·
75	C[C@H](CO)N1C[C@H](C)[C@@H](CN(C)Cc2cncnc2)Oc2cc(Br)ccc2S1(=O)=O
→ 2 | -1 | ·
